# GLP1R ag: qHTS of GLP-1 Receptor Agonists; Glucagon-like peptide 1 receptor (Homo sapiens), P43220; Potency, µM (doses to about 45.6 µM), for inactives: top-dose activation, usual class: activators; AID 624172, 2012; HEK293 GLP-1R CRE-luciferase, luminescence, 4-6 h; cells express a hypersensitive GLP-1R form; 380,000 compounds, 0.007% hits; note: potency is the fitted concentration of half-maximal effect; % of control where 0% means no effect
# GLP1R inv ag: qHTS of GLP-1 Receptor Inverse Agonists (Inhibition Mode); HEK293 GLP-1R CRE-luciferase, luminescence, 24 h; GLP-1R form is constitutively active; Potency, µM (top dose mostly 38.3 µM), without a hit: at the top dose activity change, negative = inhibition, usual class: inhibitors; 410,000 compounds, 1.6% hits; note: potency is the fitted concentration of half-maximal effect; % is set by controls: 0 for no effect and ±100 for the full control effect; nearly all actives have a fitted effect of over 55% in size
#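 Seeding at 200 cells/uL, 12 h culture, 24 hr compound treatment, then luciferase reagent and a luminescence read; cells are HEK293 stably expressing a constitutively active GLP-1R plus cAMP-responsive luciferase.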
# TDP43 rescue: qHTS of TDP-43 Inhibitors | TDP-43 expressing yeast growth rescue, BacTiter-Glo, 24 h | Potency, µM (highest dose often 46.1 µM), inactives show at the highest dose growth rescue (activation), usual class: activators | 410,000 compounds, 1.8% hits | AID 652104, 2013; note: potency is the fitted concentration of half-maximal effect; % of control where 0% means no effect; nearly all actives have a fitted effect of over 50% in size
#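 In this qHTS, compounds that restore growth of yeast expressing TDP-43 appear as activators. Cells (OD600=0.02, galactose medium, raffinose-pregrown) are incubated with compound 24 hr at 30 deg C and growth is quantified by BacTiter-Glo.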
# PTHR1 agonist: qHTS for PTHR1 Agonists: Primary Screen. Parathyroid hormone/parathyroid hormone-related peptide receptor (Homo sapiens), Q03431. HEK293 GP2 PTHR1 cells, GloSensor cAMP luminescence, 1 h. Potency, µM (highest dose often 115 µM), inactives show at the highest dose activation, most hits filed as activators. 410,000 compounds, 0.075% hits; note: potency is the fitted concentration of half-maximal effect; nearly all actives have a fitted effect of over 55% in size; some results filed as inactive show a strong effect at the top dose; inactives centre near -15; many of its hits are not listed in these tables
# Target sequence (Q03431 whole entry, looked up): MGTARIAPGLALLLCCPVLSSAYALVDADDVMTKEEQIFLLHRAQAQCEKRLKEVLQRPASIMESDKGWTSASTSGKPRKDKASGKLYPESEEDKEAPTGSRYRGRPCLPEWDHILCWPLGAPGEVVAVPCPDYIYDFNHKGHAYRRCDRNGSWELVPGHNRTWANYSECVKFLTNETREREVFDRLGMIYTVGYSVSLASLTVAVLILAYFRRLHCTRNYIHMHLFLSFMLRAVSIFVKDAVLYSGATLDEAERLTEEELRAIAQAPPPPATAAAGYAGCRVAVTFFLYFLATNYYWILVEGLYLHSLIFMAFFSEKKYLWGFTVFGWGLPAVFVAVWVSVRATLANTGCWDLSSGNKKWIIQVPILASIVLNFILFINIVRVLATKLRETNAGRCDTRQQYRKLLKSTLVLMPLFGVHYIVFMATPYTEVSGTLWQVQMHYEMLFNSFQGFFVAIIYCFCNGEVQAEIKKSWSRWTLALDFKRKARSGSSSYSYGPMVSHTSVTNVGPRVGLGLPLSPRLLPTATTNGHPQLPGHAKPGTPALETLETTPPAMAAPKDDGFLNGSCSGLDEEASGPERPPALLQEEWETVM
#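 HEK-293-derived GP2 cells expressing PTHR1 and a GloSensor cAMP reporter, 3,000/well, plated overnight, given luciferin plus IBMX (each 0.5 mM as added) for 1 h at 37 °C, then compound for 1 h at 37 °C. Luminescence was read after 15 min at room temperature.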
# DRD3 antagonist: qHTS of D3 Dopamine Receptor Antagonist: qHTS. D3R cells, DiscoveRx beta-arrestin luminescence, antagonist mode; hits give low values. 360,000 compounds, 2.5% hits. D(3) dopamine receptor (Homo sapiens), P35462. max response, negative = inhibition, %. AID 652054, 2013; in the data active = max response below about -50%; inconclusive = no clear call, values can overlap the other calls; note: % is set by controls: 0 for no effect and ±100 for the full control effect; mostly tested at two doses, the higher about 12 µM
# Target sequence (P35462 whole entry, looked up): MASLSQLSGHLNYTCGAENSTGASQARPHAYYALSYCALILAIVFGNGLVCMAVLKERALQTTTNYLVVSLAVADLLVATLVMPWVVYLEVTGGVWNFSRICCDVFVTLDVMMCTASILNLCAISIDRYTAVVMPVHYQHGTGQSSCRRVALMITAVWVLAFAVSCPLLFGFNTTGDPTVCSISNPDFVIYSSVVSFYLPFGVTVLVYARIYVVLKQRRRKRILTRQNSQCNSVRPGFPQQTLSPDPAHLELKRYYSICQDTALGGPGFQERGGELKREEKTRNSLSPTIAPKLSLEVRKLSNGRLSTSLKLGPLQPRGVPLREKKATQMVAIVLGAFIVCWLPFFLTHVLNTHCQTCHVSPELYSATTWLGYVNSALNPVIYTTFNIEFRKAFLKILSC
#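 Cells plated overnight at 1500 cells/well, then exposed to library compounds with dopamine controls for 90 minutes at 37 degrees C. DiscoveRx reagent added for 30–60 minutes at room temperature; luminescence read, quantitative HTS format.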
# Akt phos inh: HTS Assay for Inhibitors of Akt Phophorylation: Primary Screen | Neuro2A IGF-stimulated pAkt S473 HTRF, 20 min; hits give low values | activity change, % for hits at 50 µM | 360,000 compounds, 0.32% hits; in the data active = activity change below about -80%; inconclusive = mostly about -51% to -80%; note: % is set by controls: 0 for no effect and ±100 for the full control effect
#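 Single-point screen (50 µM final compound) in Neuro2A cells stimulated 20 min with 6 nM IGF at 37 deg C. After lysis, Ser473-phosphorylated Akt read by HTRF (ex 330 nm, em 615/665 nm) as the 665/615 ratio.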
# aSyn yeast inh: qHTS of alpha-syn Inhibitors; Potency, µM (titrated, usually from 46.1 µM), for inactives: at the top dose growth rescue (activation), usual class: activators; Yeast expressing alpha-synuclein, growth rescue, BacTiter-Glo, 24 h; AID 652106, 2013; 370,000 compounds, 0.14% hits; note: potency is the fitted concentration of half-maximal effect; % of control where 0% means no effect; nearly all actives have a fitted effect of over 65% in size
#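 Screening used galactose-induced yeast with toxic alpha-synuclein levels, exposed to compound for 24 hr at 30 deg C. Cell growth, read with BacTiter-Glo luminescence, gave the measured signal.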
# FUS suppressor: qHTS for Suppressors of FUS Proteinopathy: Primary screen using FUS-linked yeast assay. S. cerevisiae FUS-expressing, growth rescue, OD600, 24 h. Potency, µM (titrated, usually from 76.6 µM), for inactives: at the highest dose growth rescue (activation), usual class: activators. 390,000 compounds, 0.24% hits. AID 1347120, 2019;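 note: potency is the fitted concentration of half-maximal effect; plate controls were DMSO vehicle for no effect and reference control for full effect; nearly all actives have a fitted effect of over 55% in size; some results filed as inactive show a strong effect at the top dose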
#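 Galactose (2%) drives FUS expression in yeast precultured in raffinose; seeding density OD 0.005. Test compounds incubated 24hr at 30C and 99% humidity before absorbance at 600 nm was measured.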
# Abeta yeast res: qHTS for compounds that reverse cellular toxicity of Amyloid beta (A-beta) peptide in yeast: Primary Screen; yeast expressing A-beta42, growth rescue, OD600, 48 h; response scale: 0% DMSO, 100% iron-clioquinol control; Potency, µM (titrated, usually from 46.1 µM), for the others: at the highest dose growth rescue, most hits filed as activators; 410,000 compounds, 0.063% hits; AID 1347071, 2019; note: potency is the fitted concentration of half-maximal effect; nearly all actives have a fitted effect of over 55% in size
#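 Growth rescue measured by 600 nm absorbance after 48 h yeast culture at 30 C with compound. Values normalized between DMSO and an equimolar ferric chloride plus clioquinol control.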
# * hit, by the source's call; i = inactive; u = inconclusive; x = no result given; [ ] = remark or other dose. Unless noted, calls come from the whole dose curve; as a rule, active = well fitted curve in the direction sought with a large enough effect; inconclusive = small, poorly fitted or top-dose-only effect, or another doubt; inactive = no such curve, though single readings can be large; an effect the other way counts as inactive or inconclusive. This is a subset. The share of hits here may be higher or lower than overall.
canonical_smiles | GLP1R ag | GLP1R inv ag | TDP43 rescue | PTHR1 agonist | DRD3 antagonist | Akt phos inh | aSyn yeast inh | FUS suppressor | Abeta yeast res
Cc1ccc(S(=O)(=O)N2C(=O)CCC2C(=O)NCc2ccco2)cc1 (configuration not stated) | -6% | 12% | -29% | i | -24 | i | 1% | 13% | -5%
CN(C)c1ccc(CNC(=O)C2CCN(S(=O)(=O)c3ccc4c(ccn4C)c3)CC2)cc1 | x | u | 15% | -14% | x | x | x | 36% | -11%
COc1ccc2[nH]c(=O)c(CN(Cc3cccs3)S(=O)(=O)c3c(C)ccc4nsnc34)cc2c1 | 6% | 0% | 6% | i | 23 | i | -4% | 4% | -6%
COc1ccc(-c2cc(=O)oc3cc(OC(C)C(=O)NC(Cc4c[nH]c5ccc(O)cc45)C(=O)O)ccc23)cc1 (configuration not stated) | -1% | 11% | 16% | 4% | 25 | i | -1% | 23% | 17%
O=C(OCc1cccc(F)c1)c1ccc2c(=O)n3c(nc2c1)CCC3 | 8% | 9% | u | -68% | 3 | i | -7% | 10% | -4%
Cc1cc(C(=O)NCc2cc(C(=O)O)oc2C)c(C)o1 | -6% | 14% | -3% | i | -3 | i | -8% | 6% | 0%
O=C(OCCN1CCCCC1)C1(c2ccccc2)CCCC1 | 0% | u | 18% | -18% | -19 | i | -5% | 6% | -10%
C#CCOCCOCCOCCNc1nc(N2CCOCC2)nc(N2CCN(C(=O)CCCCCCCCCCNC(=O)Cn3cc(CCCCCN)nn3)CC2)n1 | 5% | 14% | 7% | 15% | -11 | i | 1% | 38% | 4%
CC(C)CCN(C)C1CCN(C(=O)Nc2c(F)cccc2F)CC1 | 3% | 0% | 4% | 6% | 0 | i | 1% | -15% | -10%
CC(C)C(NS(=O)(=O)c1ccc2c(c1)OCCCO2)C(=O)O (configuration not stated) | 3% | 7% | -2% | u | -7 | i | 0% | x | 11%
Cc1ccc(S(=O)(=O)N2CCN(C(=O)CN3C(=O)NC4(CCCCC4)C3=O)CC2)c(C)c1 | 5% | 1% | -1% | -12% | 0 | i | -1% | -10% | -7%
CCOC(=O)/C(C#N)=C1/SC(C)C(=O)N1c1ccc(Br)cc1 (configuration not stated) | -4% | 0% | 0% | -1%[57.5 µM] | 7 | i | 0% | 22µM* | 15%
O=C1C2C3C=CC([C@@H]2C(=O)N1c1nccs1)C31CC1 (some centres not stated) | -14% | 6% | -3% | u | -4 | i | 9% | 1% | 9%
CCOC(=O)N1CCC(NC(=O)c2ccc3c(Cl)c4c(nc3c2)CCCC4)CC1 | 10% | 1% | -25% | -23% | -12 | i | 9% | 6% | 0%
CC(=O)Nc1ccccc1NC(=O)c1ccc(C)c(C)c1 | 4% | 70%[activator] | 2% | i | -7 | i | 1% | 12% | 9%
Cc1cc(-n2cnnn2)cc(C)c1S(=O)(=O)NCCOc1ccccc1 | 21% | 28% | 1% | -18% | 9 | i | 3% | -7% | x
CSCCC(NC(=O)c1ccco1)C(=O)OCc1cc([N+](=O)[O-])cc2c1OCOC2 (configuration not stated) | 22% | 11% | 22% | -12% | -2 | i | -13% | 17% | 8%
COc1ccc(CNC(=O)C[C@H]2C[C@H](C(=O)N3CCOCC3)[C@@]3(CCC4CCCC4)c4[nH]c5cc(-c6ccco6)ccc5c4CCN3C2=O)cc1OC | -3% | u | 7% | -5% | u | i | 0% | u | -5%
CC(C)N(C)NC(=S)Nc1ccccc1 | 0% | -9% | 14% | i | 8 | i | -2% | x | -3%
CCc1nc2ccccc2c(C(=O)OC2CCCCC2=O)c1C (configuration not stated) | 16% | u | 20% | i | -10 | i | -1% | 19% | -19%
COc1cccc(OC)c1C(=O)Nc1ccc(NC(=O)c2ccco2)cc1 | -4% | 18% | 2% | i | -7 | i | -2% | 4% | 7%
COc1cc(NC(=O)c2cc(OC)c(OC)c(OC)c2)ccc1NC(=O)c1cccs1 | 2% | u | -4% | -27% | -7 | i | -4% | 21% | 0%
O=C(CSc1nc2ccccc2[nH]1)N/N=C/c1ccco1 | 4% | 18% | -23% | i | 10 | i | -1% | -1% | -3%
COc1ccc(CNC(=O)[C@@H]2CC=C[C@@H]3CCN(C4CCCCC4)C(=O)[C@@H]32)cc1 | 4% | 7% | 12% | i | -19 | i | 0% | 11% | 9%

# The list continues:
# Second line of a record – GLP1R ag	GLP1R inv ag	TDP43 rescue	PTHR1 agonist	DRD3 antagonist	Akt phos inh	aSyn yeast inh	FUS suppressor	Abeta yeast res
CCCC#Cc1cnc2c(c1)C(=O)N([C@H](C)CO)C[C@@H](C)[C@@H](CN(C)C(=O)Nc1cccc(F)c1)O2
 : -3%	-18%	14%	i	-5	i	1%	41%	-2%
COc1ccc(-c2cc(-c3ccccc3)no2)cc1
 : -8%	u	6%	-26%	20	i	-6%	-34%	1%
Cc1cccc2sc(N(Cc3cccnc3)C(=O)Cc3ccccc3)nc12
 : x	u	13µM*	-50%[inhibitor]	x	x	x	26%	-16%
O=C(C1CCC(=O)N1Cc1ccccc1Cl)N1CCN(c2cccc(Cl)c2)CC1 (configuration not stated)
 : 0%	-25%	-6%	-5%[57.5 µM]	0	i	0%	u	3%
CC(=O)NC1CC(C)(C)N(OC(C)=O)C(C)(C)C1
 : -1%	4%	6%	i	-18	i	-6%	x	-3%
Cc1ccc(N=Cc2c(C)[nH]n(-c3ccccc3)c2=O)nc1
 : -3%	1%	-6%	-1%	12	i	-1%	1%	-7%
CCCN1C(=O)/C(=C/c2ccc(C)s2)NC1=S
 : 1%	u	11µM*	i	-16	i	-8%	-4%	8%
CN(C(=O)c1ccc(NC(=O)Cc2cccc(NC(=O)C3CCCN(C(=O)CCc4ccccc4)C3)c2)cc1)C1CCCC1 (configuration not stated)
 : -2%	-18%	-16%	-47%	0	i	0%	u	-3%
O=C(CSc1nc2ccccc2n1-c1ccccc1)Nc1ncc(Cl)cc1Cl
 : 2%	u	22µM*	i	6	i	8%	21%	-12%
O=C(NCc1ccc2c(c1)OCO2)Nc1ccc(F)cc1
 : 4%	u	1%	-21%	-6	i	-1%	29%	-5%

# One compound at a time, as listed above.
# CC(=O)NC1CC(C)(C)N(OC(C)=O)C(C)(C)C1 is entered as GLP1R ag = -1%; GLP1R inv ag = 4%; TDP43 rescue = 6%; PTHR1 agonist = i; DRD3 antagonist = -18; Akt phos inh = i; aSyn yeast inh = -6%; FUS suppressor = x; Abeta yeast res = -3%
# COc1ccc(-c2cc(-c3ccccc3)no2)cc1 is entered as GLP1R ag = -8%; GLP1R inv ag = u; TDP43 rescue = 6%; PTHR1 agonist = -26%; DRD3 antagonist = 20; Akt phos inh = i; aSyn yeast inh = -6%; FUS suppressor = -34%; Abeta yeast res = 1%

# (continued)
# Second line of a record – GLP1R ag	GLP1R inv ag	TDP43 rescue	PTHR1 agonist	DRD3 antagonist	Akt phos inh	aSyn yeast inh	FUS suppressor	Abeta yeast res
COc1ccc(CNC(=O)CN2C(=O)NC(C)(c3ccc(Cl)cc3)C2=O)cc1 (configuration not stated)
 : 8%	u	-1%	-17%	-13	i	-6%	-14%	-25%
COC(=O)CC(c1ccc(F)cc1)n1c(C)ccc1C (configuration not stated)
 : -1%	27%	x	i	7	i	-1%	27%	11%
O=C(COC(=O)[C@@H]1CCCN1C(=O)c1cccs1)NCCc1ccccc1
 : -1%	7%	6%	i	6	i	2%	12%	11%
O=Cc1cccc(OC(=O)Nc2ccccc2)c1
 : 3%	16%	10%	i	-11	i	-1%	9%	2%
COc1ccc([C@H]2CC(=O)C=C(c3ccnc4ccc(Cl)cc34)C2)cc1
 : 31%	u	u	-8%	9	i	10%	u	9%
COc1ccc(-c2cc(NC=O)c3ncc(-c4cccc(C(=O)NCCN(C)C)c4)n3c2)cc1
 : 3%	-25%	0%	-4%	-6	i	-6%	8%	10%
O=C(O)c1ccccc1N/N=C/c1cc(Br)cc(Br)c1O
 : 13%	u	-19%	-90%[inhibitor]	-28	i	5%	10%	-3%
CSC1=NC(=O)/C(=C\c2cccc3ccccc23)S1
 : 2%	-18%	u	-5%	-10	i	-19%	-1%	-77%[inhibitor]
CC1C(=O)N(Cc2ccccc2F)c2ccccc2N1C(=O)c1c(F)cccc1F (configuration not stated)
 : -4%	u	19%	-26%	43	i	3%	12%	-31%
Cc1ccccc1NC(=O)OCc1cccnc1Sc1ccc(Cl)cc1
 : 4%	-25%	16%	-29%	0	i	2%	-41%	18%[9.22 µM]
CSc1ncccc1C(=O)OCC(=O)N(CC(C)C)c1c(N)n(Cc2ccccc2)c(=O)[nH]c1=O
 : 4%	16%	7%	i	-11	i	1%	16%	-14%

# Just TDP43 rescue, for some of the entries so far:
structure | TDP43 rescue
CSc1ncccc1C(=O)OCC(=O)N(CC(C)C)c1c(N)n(Cc2ccccc2)c(=O)[nH]c1=O | 7%
O=C(O)c1ccccc1N/N=C/c1cc(Br)cc(Br)c1O | -19%

# Source: PubChem
